High-throughput results deposited in PubChem BioAssay by NCI.
yeast mec2-1 = NCI yeast anticancer drug screen, S. cerevisiae mec2-1 strain | 79,000 compounds, 9% hits | growth inhibition, % at 50 µM | AID 157;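 also: 0% = growth of vehicle-only cultures of the same strain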
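Each compound was tested on mec2-1 yeast, a strain altered in DNA damage repair or cell cycle control. Growth inhibition is reported relative to vehicle.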
sgs1 mgt1 = NCI yeast anticancer drug screen, S. cerevisiae sgs1 mgt1 strain. 78,000 compounds, 10% hits. growth inhibition, % at 50 µM. AID 161;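 also: 0% = growth of vehicle-only cultures of the same strain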
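Percent growth inhibition was derived by comparing compound-exposed mutant yeast with vehicle-exposed cultures. The strain carries alterations in DNA damage repair.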
yeast mlh1 rad18 = NCI yeast anticancer drug screen, S. cerevisiae mlh1 rad18 strain; % growth inhibition at 50 µM; 79,000 compounds, 11% hits; AID 175;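 also: 0% = growth of vehicle-only cultures of the same strain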
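Compound-treated yeast growth, normalised to vehicle controls. Strain bears defined DNA repair mutations.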
rad50 = NCI yeast anticancer drug screen, S. cerevisiae rad50 strain | % growth inhibition at 50 µM | 79,000 compounds, 10% hits;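 also: 0% = growth of vehicle-only cultures of the same strain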
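Relative growth inhibition (compound vs vehicle) was measured in yeast with a defined repair-gene alteration.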
yeast bub3 = NCI yeast anticancer drug screen, S. cerevisiae bub3 mutant strain; 78,000 compounds, 9.9% hits; growth inhibition, % at 50 µM; AID 167;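 also: 0% = growth of vehicle-only cultures of the same strain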
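Readout: yeast growth inhibition, expressed relative to vehicle-only wells. The test organism is a mutant strain from a panel with lesions in DNA repair or checkpoint genes.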
yeast cln2 rad14 = NCI yeast anticancer drug screen, S. cerevisiae cln2 rad14 strain; % growth inhibition at 50 µM; 78,000 compounds, 8.3% hits; AID 165;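 also: 0% = growth of vehicle-only cultures of the same strain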
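Strain: cln2 rad14 yeast, altered in cell cycle control and DNA damage repair. Read-out: growth inhibition vs vehicle.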
The depositor's hits bear a star; / = no result given; & = joins results of further samples. Rule as the data show it: active = growth inhibition above about 70%; inactive = the rest.

SMILES	yeast mec2-1	sgs1 mgt1	yeast mlh1 rad18	rad50	yeast bub3	yeast cln2 rad14
CC1(O)CC2(O)C=CC3=C(C(=O)c4cccc(O)c4C3=O)C2(O)C(=O)C1O (configuration not stated)	4	30	17	14	23	16
O=C(/C=C(\C(=O)c1ccccc1)N(/C(=C/C(=O)c1ccccc1)C(=O)c1ccccc1)c1ccccc1)c1ccccc1	89*	91*	93*	92*	88*	84*
CC1(C)[C@@H]2C[C@H]1c1cnc(-c3ccccn3)cc1C2CCCCC[C@@H]1c2cc(-c3ccccn3)ncc2[C@@H]2C[C@H]1C2(C)C (some centres not stated)	7	23	8	2	24	1
NC(=S)N/N=C1\CCCCc2ccccc21	89*	84*	84*	86*	79*	84*
CC(=O)/C(=C\c1cccs1)C(=O)CCN(C)C	17	34	50	9	-2	20
c1cc(-c2cn3c(n2)SCC3)ccn1	6	-13	20	16	25	8
CCN1C(=O)CCN(S(=O)(=O)c2ccc(-n3nc(C)cc3C)cc2)C1=S	-8	-9	-2	-6	2	-46
Cc1ccc(OCC2OC(n3cnc4c(Cl)nc(Nc5cc(Cl)cc(Cl)c5)nc43)CC2Oc2ccc(C)cc2)cc1 (configuration not stated)	21	-6	7	31	12	6
C[C@@H]1CC[C@]2(C)C3(C)CC[C@]2(OC3=O)[C@@]12CC(c1ccoc1)OC2=O (some centres not stated)	-14	-9	-42	-6	-5	-7
COC(=O)CC1(C(=O)OC)OC(=O)c2ccccc2N1C (configuration not stated)	12	20	12	8	-8	-25
CC(NC(=O)c1ccccc1)(C(=O)O)C(=O)O	1	11	18	-1	-14	-8
COc1ccc(/C=C/C(=O)C(C)(C)Br)cc1	97*	94*	94*	95*	73*	91*
O=C1CCCc2cc3c(cc21)CCCC3	1	6	3	9	17	1
CC12CCC3c4ccc(OC(=O)c5ccc([N+](=O)[O-])cc5)cc4CCC3C1CCC2=O (configuration not stated)	-7	-6	-2	14	-1	6
C#CCC(C)(C)C(N)=O	-7	3	-8	-11	-6	-36
CC1=CCC2C(C)(C)CCCC2(C)C1COC1OC(OCC2C(C)=CCC3C(C)(C)CCCC23C)C2C1=CCC1C(C)(C)CCCC21C (configuration not stated)	89*	84*	88*	90*	89*	90*
COCOCCCCCO[Si](C)(C)C(C)(C)C	7	19	-3	14	-13	42
N#Cc1c2c(c(N)oc1=O)C(c1ccccc1)CC(=O)N2 (configuration not stated)	3	16	7	3	2	13
CCOc1ccc(/C=C\c2ccnc3ccccc23)cc1OCC	97*	51	96*	98*	97*	98*
c1ccc(C2OCCO2)cc1	-15	-7	10	4	0	7
Nc1ccc2nc(-c3ccccc3)[nH]c2c1	-9	-13	-4	-14	1	2
COc1cc(C2CC(C)=C(C)CC2C(=O)O)cc(OC)c1OC (configuration not stated)	22	7	20	2	10	30
CC1OC(Sc2ncnc3nc[nH]c23)C(O)C(O)C1O (configuration not stated)	-24	-37	-18	39	-38	2
Cc1ccc(NC(=O)C(=O)CC(=O)c2c(C)n([O-])c3ccccc3[n+]2=O)cc1C	-2	1	12	-6	0	9

Sorted by heavy-atom count (rising): six of the compounds above.
SMILES	yeast mec2-1	sgs1 mgt1	yeast mlh1 rad18	rad50	yeast bub3	yeast cln2 rad14
C#CCC(C)(C)C(N)=O	-7	3	-8	-11	-6	-36
c1ccc(C2OCCO2)cc1	-15	-7	10	4	0	7
O=C1CCCc2cc3c(cc21)CCCC3	1	6	3	9	17	1
Nc1ccc2nc(-c3ccccc3)[nH]c2c1	-9	-13	-4	-14	1	2
COCOCCCCCO[Si](C)(C)C(C)(C)C	7	19	-3	14	-13	42
CC1OC(Sc2ncnc3nc[nH]c23)C(O)C(O)C1O (configuration not stated)	-24	-37	-18	39	-38	2

Back to the main list with the two entries that preceded the break.
SMILES	yeast mec2-1	sgs1 mgt1	yeast mlh1 rad18	rad50	yeast bub3	yeast cln2 rad14
CC1OC(Sc2ncnc3nc[nH]c23)C(O)C(O)C1O (configuration not stated)	-24	-37	-18	39	-38	2
Cc1ccc(NC(=O)C(=O)CC(=O)c2c(C)n([O-])c3ccccc3[n+]2=O)cc1C	-2	1	12	-6	0	9
O=c1[nH]nc(-c2ccccc2)n1-n1cccc1	-26	-6	-6	-9	-12	-4
CC(CN(C)C)C(=O)C(=Cc1ccccc1)C(=O)C(C)CN(C)C (configuration not stated)	13	17	20	40	-2	22
O=C1C=CC(=O)c2c1ccc1c3ccccc3n(-c3ccccc3)c21	18	32	33	33	11	18
CCOC(=O)C(CC#Cc1ccc(C#CCC(NC(C)=O)C(=O)OCC)cc1)NC(C)=O (configuration not stated)	5	26	27	0	7	2
O=C1c2ccccc2C(=CC=C2c3ccccc3Sc3ccccc32)c2ccccc21	26	-35	-6	12	24	10
COc1ccc(C(c2cc3c(cc2O)OCO3)N2CCCCC2)cc1 (configuration not stated)	22	43	46	24	16	-26
O=C(O)COc1ccc(C2CCCCC2)cc1	3	-8	-2	5	-5	22
O=c1[nH]cc(S)c(=O)[nH]1	-28	-15	0	16	-10	-9
CC[N+](CC)=c1ccc2nc3c(cc(Nc4ccccc4)c4ccccc43)oc-2c1.[Cl][Zn][Cl]	1	22	15	18	-1	21
Nc1ccc(S(=O)(=O)Nc2nc3ccccc3nc2N2CCCCCC2)cc1	48	82*	86*	44	85*	83*
COc1ccc(/C=N/NC(=O)/C=C/c2ccccc2)c(OC)c1	15	20	-3	2	40	1
NC(=S)Nc1c(Br)cc(Br)cc1Br	33	35	47	62	74*	23
C=CCOc1cc2c(cc1C(C)c1ccc(OC)cc1)OCO2 (configuration not stated)	1	6	-1	12	14	-10
Cn1c(-c2ccc(/C=N/N=C(N)N)cc2)c[n+]2ccccc12	4	4	33	9	-4	1
CCOC1OC(C2COC(=S)O2)C(O)C1O (configuration not stated)	-2	8	14	9	0	-4
CC(C)C1=CC2=CCC3C(C)(COC(=O)CSC(C)(C)C)CCCC3(C)C2CC1 (configuration not stated)	-2	32	20	14	-2	19
CCO/C=C1\SC(=S)N(Cc2ccccc2)C1=O	-13	/	1	6	/	/
Cc1cc(C)c(C(=O)CSC(=N)N)c(C)c1	11	8	2	-4	10	-7
C#CCN(N=O)C(=O)NCCCC(NC(C)=O)C(=O)NCc1ccccc1 (configuration not stated)	-5	44	26	79*	-14	27
O=C=NC(c1ccccc1)(c1ccccc1)c1ccccc1	-18	2	13	-4	-6	12
CN(C)CCCSc1nc2ccccc2[nH]1	-14	-21	-7	-8	7	1
Clc1ccnc(SCc2ccccc2)n1	8	-3	24	7	7	17
O=S(=O)(OI(OI(OS(=O)(=O)C(F)(F)F)c1ccccc1)c1ccccc1)C(F)(F)F	92*	92*	89*	89*	91*	91*
Nc1nc(-c2ccccc2)c(N=Nc2cccc(Cl)c2)s1	-4	-11	-11	-11	-2	-48
C1CCC2(CC1)OCCS2	2	11	6	25	-1	8
Cc1cc(C)n(-c2nsc3ccccc23)n1	-51	-19	-27	-24	-33	-1
Nc1ccc2c(c1)Cc1c-2cc(I)c(O)c1I	58	66	57	62	53	41
O=C1C2C3CCC(O3)C2C(=O)N1C(=O)N1C(=O)C2C3CCC(O3)C2C1=O (configuration not stated)	4	-11	1	-17	0	-9
Cc1ccc2nc(C=Nc3ccccc3Cl)cc(C)c2c1	-6	-9	3	-7	-4	18
Cc1nc2c(cc1C(=O)NN)c(=O)n(C)c(=O)n2C	-2	-8	32	9	-8	-6
CCCC(Sc1ccccc1)c1ccccc1NC(C)=O (configuration not stated)	59	90*	68	86*	46	37
CCOC(=O)C(=O)NC12CC3CC(CC(C3)C1)C2	-18	2	-8	-17	25	-4
COc1ccccc1/C=C(\C#N)C(=O)O	-31	-1	-18	16	-7	9
N#C/C(=C\n1ccc(=O)[nH]c1=S)C(N)=O	-35	-12	-45	-26	-25	-14
COC1=C[P+](C)(Cc2ccccc2)CC1 (configuration not stated)	2	15	17	-6	-11	1
O=C1CCC(Cc2ccccc2Br)C(=O)N1 (configuration not stated)	36	97*	6	-11	-46	-39
N#CCCSCc1ccccc1	5	-7	0	2	-3	0
CCOC(C)=Nc1cc(OC)cc2c1NC(=O)CCS2	-20	-37	-40	-29	6	-50
O=C(O)Cc1ccccc1[N+](=O)[O-]	-12	-11	-4	9	-22	-17
CCCC(O)c1cn(-c2cccc(S(=O)(=O)O)c2)nn1 (configuration not stated)	-44	-19	-19	-43	-4	11
COC(=O)c1c(CO)c(O)c2cc3c(cc2c1-c1cc(OC)c(OC)c(OC)c1)OCO3	20	23	50	47	18	39
CCCCCCCCC(=O)OCCCC1CCCO1 (configuration not stated)	-2	28	10	-22	21	52
CN1CC2(CO)C(c3ccccc3)OC(c3ccccc3)C(CO)(C1)C2O (configuration not stated)	3&-8	20&21	23&18	22&10	-25&-26	-27&-29
O=C(O)C1C2CC(O)C(C2)C1C(=O)O (configuration not stated)	-3&6&26	-1&-6&-3	3&-1&5	-1&-6&-5	-14&41&-15	-39&-41&-44
NC1c2ccccc2-c2ccccc21	12	17	-17	32	15	-3
CCC(O)C1Sc2ccccc2N1C (configuration not stated)	13	13	5	1	-21	-12
CCOC(=O)NC(=O)c1cn(CCCCCCOC(=O)NCCCCCCNC(=O)OCCCCCCn2cc(C(=O)NC(=O)OCC)c(=O)[nH]c2=O)c(=O)[nH]c1=O	15	28	28	32	13	29
O=C(NNC1=NCCCN1)Nc1ccccc1	-57	-42	-56	-17	-4	-21
CCOC(=N)c1ccc(C(=O)OCCOC)cc1	1	9	-1	14	-1	4
O=C1c2ccccc2C(=O)C1(c1ccccn1)[N+](=O)[O-]	1	0	4	6	14	2
COC(=O)C(Cc1cccc(O)c1)NC(=O)C(CC(=O)OCc1ccccc1)NC(=O)OCc1ccccc1 (configuration not stated)	75*	86*	81*	77*	91*	90*
N#Cc1c(F)cccc1N1CCSCC1	-18	14	-1	4	12	25
CCC(C)OC(=O)c1cc([N+](=O)[O-])cc([N+](=O)[O-])c1 (configuration not stated)	-15&-2	46&8	21&3	10&-8	3&1	-17&-72
O=C1Cc2c(-c3ccccc3)cc(-c3ccccc3)nc2-c2ccccc2N1	39	39	41	-4	29	26
CCCCCCCCS(N)(=O)=O	-15	-4	-9	1	-3	-11
c1ccc(-c2ccc(C(=C(c3ccc(-c4ccccc4)cc3)c3ccc(-c4ccccc4)cc3)c3ccc(-c4ccccc4)cc3)cc2)cc1	-1	-10	-13	1	-5	-4
O=c1ccc(-c2ccc(-n3ccnc3)cc2)nn1CCO	-50	-25	-11	-39	-38	-3
N#C/C(=C1\SC(N=Nc2ccccc2)C(=O)N1c1ccccc1)c1nc2ccccc2[nH]1 (configuration not stated)	-1	10	-18	4	-12	-38
Cc1nc(N2N=C(c3ccc(Cl)cc3)CCC2=O)sc1[N+](=O)[O-]	86*	84*	65	85*	84*	82*
CS(=O)(=O)c1ccc(F)cc1	-6	7	14	-3	21	-56
(listing goes on)
SMILES	yeast mec2-1	sgs1 mgt1	yeast mlh1 rad18	rad50	yeast bub3	yeast cln2 rad14
Cc1ccc(N(C=O)c2c([N+](=O)[O-])cc([N+](=O)[O-])c3c2=[N+]([O-])CN=3)cc1	28	59	41	71*	11	32
CCC(=O)c1cc(-c2cc(C(=O)CC)[nH]n2)n[nH]1	4	-6	4	-28	2	-18
CC1OC(O[C@@H]2OC=C(C=O)[C@@]3(O)CC[C@H](C)[C@@H]23)C(O)C(O)C1O (some centres not stated)	-10	9	-39	16	-6	8
c1ccc2c3c(cc(Cc4cc5c(c6ccccc46)CCCC5)c2c1)CCCC3	15	12	36	15	3	24
Cc1cc(Cl)ccc1NC(=O)CC1SC(N)=NC1=O (configuration not stated)	-26	-19	-2	-2	-27	-7
COc1ccc(N2C(=O)C3c4[nH]c5cccc(C)c5c4C4CCC(C(C)(C)C)CC4C3C2=O)cc1 (configuration not stated)	-21	-6	6	9	3	-11
CC1CC2OC(=O)C(C)C2CC2(C)C(OC3OC(CO)C(O)C(O)C3O)OCCC12 (configuration not stated)	2	-18	-50	12	-7	4
CCOc1ccc(C=O)cc1OCC	-25	-9	-10	0	-3	-16
CN(C)c1ccc(C2(c3ccc(N(C)C)cc3)OC(=O)c3cc(N(C)C)ccc32)cc1	-6	-1	34	5	16	-32
C=CCSc1nc2ccccc2c(=O)n1Cc1ccco1	-12	22	46	-7	19	-54
CC1c2[nH]c3ccccc3c2CC1C(=O)O (configuration not stated)	13	5	-5	10	-10	-13
CCOC(=O)C1=C(NC(C)(C)C)OCC1=O	-18	-2	16	-11	-17	3
COc1cccc(/C(Cl)=C(\C=O)c2cccc(OC)c2)c1	19	2	-10	13	34	11
Oc1c(N2CCOCC2)cc(-c2cc(N3CCOCC3)c(O)c3ccccc23)c2ccccc12	86*	50	81*	82*	52	42
